TROY signal inh = inhibitors of TROY-driven NF-kB signaling, primary screen, Q293 LMP1-TROYcd cells, NF-kB luciferase, uHTS; inhibition, % at 10 µM; AID 1347056, 2019; 360,000 compounds, 0.98% hits; Q293 LMP1-TROYcd NF-kB luciferase reporter, 4 h;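 active = compounds whose plate-normalised and pattern-corrected inhibition of the luciferase reporter signal at the single screening dose is 50% or more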
CF NFkB block = inhibitors of PAF-induced NF-kB signaling, primary screen, cell-based, GFP fluorescence, uHTS; 360,000 compounds, 0.86% hits; inhibition, % at 5 µM; KKLEB NF-kB-GFP reporter, GFP fluorescence overnight; AID 588850, 2011;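 active = at least 50% inhibition at 5 µM, scaled per plate between neutral and stimulator controls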;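 also: PAF is a Pseudomonas aeruginosa culture filtrate used as stimulus; plate controls were PAF-stimulated DMSO wells for no effect and unstimulated DMSO wells for full effect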
MITF TRPM1 inh = inhibitors of MITF-dependent TRPM1 promoter reporter, primary screen, cell-based, SK-MEL-5, single point, luciferase; 330,000 compounds, 0.83% hits; SK-MEL-5 TRPM1 promoter luciferase, 24 h; inhibition, % at 12.5 µM;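 active = mean inhibition across replicates of 60% or more, whatever share of single replicates reaches that level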; also: values of inactives mirror those of a sister screen read the other way
HIF-2a block = HIF-2a reporter inhibitors, primary screen, luminescence, 786-0 RCC cells. 786-0 RCC cells HIF-2a reporter, luciferase luminescence, overnight. AID 624352, 2012. 360,000 compounds, 0.72% hits. inhibition, % at 18.8 µM;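 active = inhibition of the luminescence signal of 40% or more relative to plate controls, in a single-dose primary screen at 18.75 µM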
TRAIL sens C8 = viability loss with TRAIL in NB7+C8 cells, primary screen, TRAIL sensitizer project, cell-based, ATPlite luminescence | 360,000 compounds, 1% hits | inhibition (viability loss, TRAIL sensitization), % at 10 µM;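 active = compounds causing at least 50% loss of cell viability in the single-dose screen, relative to plate controls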
NR2E3 ag-1 = inhibitors of NR2E3-RetCOR corepressor binding, primary screen, NR2E3 agonist project, biochemical, TR-FRET, GST-NR2E3, biotin-RetCOR; 1536-well; 320,000 compounds, 0.12% hits; inhibition of corepressor binding, % at 4.78 µM; Photoreceptor-specific nuclear receptor (Homo sapiens), Q9Y5X4; AID 2300, 2010;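 active = percent inhibition above the cutoff of mean plus 3 SD of all tested compounds, set per screening campaign, cut at about 20% in these data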;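 also: 0% = DMSO wells and 100% = biotin wells as full block of FRET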
Target sequence (Q9Y5X4 whole entry, looked up): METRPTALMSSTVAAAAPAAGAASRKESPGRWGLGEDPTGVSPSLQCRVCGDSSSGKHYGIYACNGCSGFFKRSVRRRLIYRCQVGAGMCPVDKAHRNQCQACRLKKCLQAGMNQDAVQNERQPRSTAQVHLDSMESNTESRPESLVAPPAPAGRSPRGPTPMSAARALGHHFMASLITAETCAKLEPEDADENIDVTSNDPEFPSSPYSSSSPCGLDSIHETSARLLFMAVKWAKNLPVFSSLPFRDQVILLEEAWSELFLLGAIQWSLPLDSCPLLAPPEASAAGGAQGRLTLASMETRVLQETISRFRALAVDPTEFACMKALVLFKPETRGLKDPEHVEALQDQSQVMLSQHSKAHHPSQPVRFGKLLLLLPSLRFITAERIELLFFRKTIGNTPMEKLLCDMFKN
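Material: NR2E3–RetCOR corepressor complex / Incubation: Compound–protein incubation for 5 h at 4 °C / Dosing: compound at 4.8 µM, single dose / Detection: time-resolved FRET / Benchmarks: high control biotin, low control 0.6% DMSO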
Shn3 3UTR inh = reduction of Shn3 3'UTR firefly luciferase signal, primary screen, Schnurri-3 inhibitor project, cell-based, Clone20 osteoblasts, set 2; 360,000 compounds, 0.52% hits; inhibition, % at 12.5 µM; Clone20 osteoblast Shn3 3'UTR firefly luciferase, 24 h; AID 588674, 2011;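 active = mean inhibition of at least 75% with every replicate also reaching 75%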;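 also: 0% = median of neutral control wells and 100% = pilot-screen positive control compound; some compounds past the cut are filed as inactive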
Peg3 promoter = Peg3 promoter-driven luciferase inhibitors, primary screen, cell-based, HeLa, luciferase luminescence; HeLa PEG-Prom luciferase reporter, overnight; inhibition, % at 20 µM; 360,000 compounds, 1.7% hits; AID 588405, 2011;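 active = inhibition of at least 50% at 20 µM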
KKLEB tox = cytotoxicity in KKLEB CF airway cells, primary screen, cytotoxicity control for CF NF-kB inhibitor project, cell-based, uHTS, fluorescence assay plates; KKLEB CF airway cells viability, ATPlite luminescence, overnight; hits give low values; cells stimulated with P. aeruginosa culture filtrate; activity change (cytotoxicity), % at 5 µM; 360,000 compounds, 0.36% hits;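 active = corrected activity change at or below -50% at 5 µM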
TWEAK Fn14 block = inhibitors of TWEAK-Fn14 signaling, primary screen, luciferase reporter cells, uHTS; 360,000 compounds, 2% hits; inhibition, % at 10 µM; TWEAK-stimulated Fn14 reporter cells, luciferase luminescence, 8 h; AID 1159606, 2016; in the data active = inhibition above about 50%
NR2E3 ag-2 = NR2E3 agonists in two-hybrid cells, primary screen, cell-based, luminescence, CHO-S, Gal4-NCOR/VP16-NR2E3. inhibition of corepressor binding, % at 3.98 µM. Photoreceptor-specific nuclear receptor (Homo sapiens), Q9Y5X4. AID 602229, 2012. luciferase. 360,000 compounds, 0.35% hits;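 active = inhibition above the mean of all tested compounds plus 3 SD, cut at about 70% in these data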;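 also: 0% = DMSO with NR2E3 transfected cells and 100% = cells lacking NR2E3 construct; higher means lower luciferase signal from less NR2E3 corepressor binding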
* hit, by the source's call. These rows are one share of the data. The share of hits here may be higher or lower than overall.

For O=c1[nH]c2ccccc2n1C1CCN(C(c2cc3ccccc3o2)c2nnnn2-c2ccc3c(c2)OCCO3)CC1 (configuration not stated) the results were TROY signal inh 67*, CF NFkB block 80*, HIF-2a block -3, TRAIL sens C8 86*, Shn3 3UTR inh 36, Peg3 promoter 98*, KKLEB tox -35, TWEAK Fn14 block 78* and NR2E3 ag-2 22.
`CN1CCN(c2ccc([N+](=O)[O-])c(Sc3ccccn3)c2)CC1` gave TROY signal inh 32, CF NFkB block 8, MITF TRPM1 inh -3, HIF-2a block 11, TRAIL sens C8 -6, NR2E3 ag-1 2, Shn3 3UTR inh -7, Peg3 promoter 18, KKLEB tox 0, TWEAK Fn14 block -17 and NR2E3 ag-2 22.
COc1ccc(C(=O)C(C)(C)NO)cc1 was read as TROY signal inh 28, CF NFkB block -31, MITF TRPM1 inh 8, HIF-2a block 10, TRAIL sens C8 7, NR2E3 ag-1 0, Shn3 3UTR inh -23, Peg3 promoter -31, KKLEB tox 23, TWEAK Fn14 block 8 and NR2E3 ag-2 -12.
Screening Cc1cc(=O)[nH]c(CCl)n1 returned TROY signal inh -12, CF NFkB block -11, MITF TRPM1 inh -6, HIF-2a block 15, TRAIL sens C8 17, NR2E3 ag-1 -2, Shn3 3UTR inh -5, Peg3 promoter -9, KKLEB tox 15, TWEAK Fn14 block -8 and NR2E3 ag-2 -4.
Screening CN1C(=O)C(=Cc2ccccc2Oc2ccc(Cl)cc2)C(=O)N(C)C1=O returned TROY signal inh -18, CF NFkB block -2, MITF TRPM1 inh 18, HIF-2a block 5, TRAIL sens C8 -4, NR2E3 ag-1 0, Shn3 3UTR inh 2, Peg3 promoter 6, KKLEB tox -5, TWEAK Fn14 block -1 and NR2E3 ag-2 -24.
For COc1ccc(OC)c(N2Cc3ccccc3C2=N)c1 the results were TROY signal inh 7, CF NFkB block 4, MITF TRPM1 inh -2, HIF-2a block 7, TRAIL sens C8 -12, NR2E3 ag-1 0, Shn3 3UTR inh 6, Peg3 promoter 10, KKLEB tox 8, TWEAK Fn14 block 0 and NR2E3 ag-2 -38.
`CC(=O)N1CCN(CCN=Cc2c(O)n(-c3ccc(F)cc3)c(=S)[nH]c2=O)CC1` gave TROY signal inh 6, CF NFkB block -1, MITF TRPM1 inh -5, HIF-2a block 16, TRAIL sens C8 -17, NR2E3 ag-1 -1, Shn3 3UTR inh -3, Peg3 promoter 1, KKLEB tox -2, TWEAK Fn14 block -5 and NR2E3 ag-2 -36.
Screening COC(=O)C1=C(c2ccccc2)C[C@@H]2CC[C@H]1N2C(=O)NCCCOC(C)C returned TROY signal inh -6, CF NFkB block -5, MITF TRPM1 inh 4, HIF-2a block -2, TRAIL sens C8 -26, NR2E3 ag-1 0, Shn3 3UTR inh 9, Peg3 promoter -5, KKLEB tox -5, TWEAK Fn14 block -11 and NR2E3 ag-2 2.
`CCOC(=O)c1ccc(N2C(=O)CC(N3CC=C(c4ccc(F)cc4)CC3)C2=O)cc1` (configuration not stated) gave TROY signal inh -4, CF NFkB block -7, MITF TRPM1 inh -9, HIF-2a block 6, TRAIL sens C8 39, NR2E3 ag-1 3, Shn3 3UTR inh 5, Peg3 promoter 17, KKLEB tox -4, TWEAK Fn14 block -2 and NR2E3 ag-2 -35.
`CCC(C)N1C(=O)NC(=O)C2(Cc3c(ccc4ccccc34)N(C)C2)C1=O` (configuration not stated) gave TROY signal inh 39, CF NFkB block -8, MITF TRPM1 inh 13, HIF-2a block 10, TRAIL sens C8 11, NR2E3 ag-1 -3, Shn3 3UTR inh 2, Peg3 promoter 24, KKLEB tox 10, TWEAK Fn14 block 41 and NR2E3 ag-2 10.
`Cc1oc(-c2ccccc2)nc1CN1C(=O)CN=C(c2ccccc2)c2ccccc21` gave TROY signal inh 7, CF NFkB block 23, HIF-2a block 14, TRAIL sens C8 7, NR2E3 ag-1 -1, Shn3 3UTR inh 24, Peg3 promoter 42, KKLEB tox -2, TWEAK Fn14 block 4 and NR2E3 ag-2 16.
COc1ccc(/C=C2/C(=O)NC(=S)N(C3CC3)C2=O)cc1CN1C(=O)c2ccccc2C1=O was read as TROY signal inh 17, CF NFkB block 4, MITF TRPM1 inh 0, HIF-2a block 5, TRAIL sens C8 7, NR2E3 ag-1 2, Shn3 3UTR inh 2, Peg3 promoter 10, KKLEB tox 4, TWEAK Fn14 block 2 and NR2E3 ag-2 9.
Screening COCCNC(=O)Cn1cc(C(=O)c2ccccc2F)c2ccccc21 returned TROY signal inh -12, CF NFkB block 11, MITF TRPM1 inh 3, HIF-2a block 0, TRAIL sens C8 -5, NR2E3 ag-1 0, Shn3 3UTR inh -17, Peg3 promoter -8, KKLEB tox 2, TWEAK Fn14 block -7 and NR2E3 ag-2 11.
Screening C(CCc1nn[nH]n1)CCc1nn[nH]n1 returned TROY signal inh -3, CF NFkB block 14, MITF TRPM1 inh -13, HIF-2a block 14, TRAIL sens C8 -4, NR2E3 ag-1 2, Shn3 3UTR inh 9, Peg3 promoter 11, KKLEB tox 2, TWEAK Fn14 block 1 and NR2E3 ag-2 -18.
Screening CCOC(=O)[C@]12Cc3cc(OC)ccc3[C@H]1N(C)C(=O)c1cc(OC)ccc12 returned TROY signal inh 32, HIF-2a block 12, TRAIL sens C8 23, TWEAK Fn14 block 33 and NR2E3 ag-2 -7.

2 records picked at random from the list so far, as already listed:
COc1ccc(/C=C2/C(=O)NC(=S)N(C3CC3)C2=O)cc1CN1C(=O)c2ccccc2C1=O was read as TROY signal inh 17, CF NFkB block 4, MITF TRPM1 inh 0, HIF-2a block 5, TRAIL sens C8 7, NR2E3 ag-1 2, Shn3 3UTR inh 2, Peg3 promoter 10, KKLEB tox 4, TWEAK Fn14 block 2 and NR2E3 ag-2 9.
Screening Cc1cc(=O)[nH]c(CCl)n1 returned TROY signal inh -12, CF NFkB block -11, MITF TRPM1 inh -6, HIF-2a block 15, TRAIL sens C8 17, NR2E3 ag-1 -2, Shn3 3UTR inh -5, Peg3 promoter -9, KKLEB tox 15, TWEAK Fn14 block -8 and NR2E3 ag-2 -4.

(more compounds)
`O=C1CCN(C(=O)Cc2ccccc2[N+](=O)[O-])CC1` gave TROY signal inh 9, CF NFkB block -2, MITF TRPM1 inh -7, HIF-2a block 7, TRAIL sens C8 3, NR2E3 ag-1 1, Shn3 3UTR inh 10, Peg3 promoter 3, KKLEB tox 8, TWEAK Fn14 block 20 and NR2E3 ag-2 1.
O=C1NC(=S)NC(=O)C12C(c1ccc(F)cc1)NC(=S)NC2c1ccc(F)cc1 (configuration not stated) was read as TROY signal inh -13, CF NFkB block -5, MITF TRPM1 inh 3, HIF-2a block 11, TRAIL sens C8 -11, NR2E3 ag-1 -4, Shn3 3UTR inh -7, Peg3 promoter 16, KKLEB tox 1, TWEAK Fn14 block 6 and NR2E3 ag-2 -8.
`C=C1C(=O)O[C@@H]2C[C@@H](C)[C@H]3C=CC(=O)[C@]3(O)C[C@@H]12` gave TROY signal inh -36, CF NFkB block -47, MITF TRPM1 inh 14, HIF-2a block 9, TRAIL sens C8 11, NR2E3 ag-1 -3, Shn3 3UTR inh -21, Peg3 promoter 28, KKLEB tox 8, TWEAK Fn14 block -32 and NR2E3 ag-2 -24.
`O=C1NC(=O)N(CCc2ccc(F)cc2)C(=O)/C1=C\C=C\c1ccccc1` gave TROY signal inh 32, CF NFkB block 89*, MITF TRPM1 inh 90*, HIF-2a block 11, TRAIL sens C8 -1, Shn3 3UTR inh 72, Peg3 promoter 34, KKLEB tox -48, TWEAK Fn14 block 98* and NR2E3 ag-2 0.
`CCOP1(=S)Oc2cc3c(cc2C(C(=O)OC)(C(F)(F)F)O1)OCO3` (configuration not stated) gave TROY signal inh 9, CF NFkB block 6, MITF TRPM1 inh 7, HIF-2a block 12, TRAIL sens C8 -19, NR2E3 ag-1 2, Shn3 3UTR inh -3, Peg3 promoter -1, KKLEB tox 0, TWEAK Fn14 block 9 and NR2E3 ag-2 -4.
Cc1nn(CC(C)C)c(Cl)c1C(=O)NC1CCC(C)CC1 (configuration not stated) was read as TROY signal inh -37, CF NFkB block -7, MITF TRPM1 inh -95, HIF-2a block -226, TRAIL sens C8 -33, NR2E3 ag-1 3, Shn3 3UTR inh -73, Peg3 promoter -330, KKLEB tox 20, TWEAK Fn14 block 5 and NR2E3 ag-2 -81.
For CCOP(=O)(OCC)C(NC(=O)C(C)C)C(Cl)(Cl)Cl (configuration not stated) the results were TROY signal inh -3, CF NFkB block 3, MITF TRPM1 inh 0, HIF-2a block 4, TRAIL sens C8 -8, NR2E3 ag-1 0, Shn3 3UTR inh -4, Peg3 promoter 0, KKLEB tox -1, TWEAK Fn14 block -9 and NR2E3 ag-2 10.
For COc1cc(CN2CCN(c3cc(C)ccc3C)CC2)ccc1O the results were TROY signal inh 3, CF NFkB block -23, MITF TRPM1 inh 17, HIF-2a block -26, TRAIL sens C8 -26, NR2E3 ag-1 -4, Shn3 3UTR inh 34, Peg3 promoter -10, KKLEB tox -14, TWEAK Fn14 block 15 and NR2E3 ag-2 -26.
For Cn1c(O)c(C=NC2CCCCC2)c(=O)[nH]c1=S the results were TROY signal inh -11, CF NFkB block -2, MITF TRPM1 inh 13, HIF-2a block 2, TRAIL sens C8 7, NR2E3 ag-1 -2, Shn3 3UTR inh -22, Peg3 promoter -12, KKLEB tox 3, TWEAK Fn14 block 1 and NR2E3 ag-2 -10.
Screening C[C@@H]1CN([C@@H](C)CO)C(=O)CCCn2nncc2CO[C@@H]1CN(C)C(=O)Oc1ccccc1 returned TROY signal inh -2, CF NFkB block 13, HIF-2a block 11, TRAIL sens C8 -9, Shn3 3UTR inh 3, Peg3 promoter -7, KKLEB tox -8, TWEAK Fn14 block 18 and NR2E3 ag-2 -5.
For c1csc(CN2CCNCC2)c1 the results were TROY signal inh -1, CF NFkB block -10, MITF TRPM1 inh 5, HIF-2a block 9, TRAIL sens C8 -4, NR2E3 ag-1 2, Shn3 3UTR inh 3, Peg3 promoter 6, KKLEB tox 16, TWEAK Fn14 block -24 and NR2E3 ag-2 -35.
For CCCC1(CC(C)CC)C(=O)NC(=O)NC1=O (configuration not stated) the results were TROY signal inh -6, CF NFkB block -10, HIF-2a block 8, TRAIL sens C8 -2, Shn3 3UTR inh -7, Peg3 promoter -8, KKLEB tox -3, TWEAK Fn14 block 9 and NR2E3 ag-2 28.
O=S(=O)(c1ccccc1)C1CN1c1c(F)c(F)c(F)c(F)c1F (configuration not stated) was read as TROY signal inh 8, HIF-2a block -3, TRAIL sens C8 -7, TWEAK Fn14 block 7 and NR2E3 ag-2 -19.

Bioassay records as filed in PubChem.
